Compound activity as filed in PubChem BioAssay.
OXTR potentiate: human OXTR potentiation; AID 2445; CHO-OTR cells, Fluo-8 calcium fluorescence, potentiator mode; 0% = oxytocin EC15, 100% = EC100; P30559; activation, % at 3 µM; hit rate 0.061% among 320,000;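 active means activation above that plate's cutoff, the mean activation of tested compounds plus 3 SD, cut at about 6.6% in these data, passing the limit was not always enough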;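 further: 100% uses oxytocin at 75 nM as the full agonist control; some results filed as inactive read as strong as hits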
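test system = CHO-OTR cells, human receptor | compound = single-point 3.0 µM | schedule = 6 min compound pre-incubation at room temperature, 100 s kinetic read | signal = Fluo-8 no-wash calcium dye fluorescence, excitation 470-495 nm, emission 515-575 nm | repeats = single well per compound, singlicate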
CHO-K1 Ca ag: counter-screen for M1 agonists: effect in parental CHO-K1 cells; Fluo-8 calcium fluorescence; scaled to maximal ATP response, vehicle zero; hit rate 0.48% among 360,000; activation, % at 3 µM; in the data active means activation above about 15%;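 further: untransfected CHO-K1 host cells lacking M1 receptor as counterscreen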
TAAR1 antag: antagonists of human TAAR1. inhibition, % at 3 µM. CHO RD-HGA16 TAAR1, Fluo-8 calcium fluorescence, antagonist. hit rate 1.5% among 360,000. Q96RJ0. AID 624466;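 active means inhibition above a per-plate cutoff, the mean inhibition of test compounds on that plate plus 3 SD, cut at about 49% in these data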;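 further: 0% = DMSO plus EC80 beta-PEA response and 100% = DMSO alone without agonist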
Target sequence (Q96RJ0 whole entry, looked up): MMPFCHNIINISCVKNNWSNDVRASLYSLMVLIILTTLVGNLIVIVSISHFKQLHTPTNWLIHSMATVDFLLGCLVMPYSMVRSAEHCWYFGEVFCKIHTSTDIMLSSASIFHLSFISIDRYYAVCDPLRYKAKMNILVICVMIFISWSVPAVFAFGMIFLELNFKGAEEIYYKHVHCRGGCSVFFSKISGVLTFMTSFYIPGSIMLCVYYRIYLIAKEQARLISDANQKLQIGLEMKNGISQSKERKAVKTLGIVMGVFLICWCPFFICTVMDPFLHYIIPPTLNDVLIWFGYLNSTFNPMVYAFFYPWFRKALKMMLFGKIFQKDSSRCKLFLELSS
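Material: CHO RD-HGA16 cells bearing hTAAR1; compound dosing: one-point dosing, 3 µM nominal final; schedule: dye loading 75 min at 37 °C, then 30 min room temperature; measured by: calcium fluorescence with Fluo-8; control set: vehicle and agonist controls; replication: n of 1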
CHO parental Ca: counter-screen for OX1R antagonists: effect in parental CHO cells. parental CHO-K1, ATP-induced calcium, Fluo-8 fluorescence. inhibition, % at 5.6 µM. hit rate 0.63% among 330,000;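 active means inhibition above that plate's mean sample inhibition plus 3 SD, cut at about 26% in these data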;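 further: 0% = ATP-challenged DMSO wells and 100% = DMSO wells without ATP; some compounds past the cut are filed as inactive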
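test system = CHO parental line | reagent = ATP stimulus | measured by = intracellular calcium via Fluo-8 no-wash fluorescent dye | control set = ATP and no-ATP DMSO wells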
CHO-K1 Ca antag: M1 antagonist counterscreen hit in parental CHO-K1 cells. ATP-induced calcium, Fluo-8 fluorescence. inhibition, % at 3 µM. hit rate 0.6% among 360,000;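 active means inhibition above a per-plate cutoff, the plate's mean sample inhibition plus 3 SD, cut at about 24% in these data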;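 further: 0% = DMSO plus EC80 ATP and 100% = DMSO alone without ATP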
M1 ag: agonists of human M1 muscarinic receptor. activation, % at 3 µM. P11229. hit rate 0.33% among 360,000. CHO-K1 hM1, Fluo-8 calcium fluorescence, agonist mode; 0% DMSO, 100% acetylcholine EC100;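 active means activation above the run's mean compound activation plus 3 SD, cut at about 16% in these data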;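 further: peak over basal fluorescence ratio within a 140 s kinetic read after compound addition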
Target sequence (P11229 whole entry, looked up): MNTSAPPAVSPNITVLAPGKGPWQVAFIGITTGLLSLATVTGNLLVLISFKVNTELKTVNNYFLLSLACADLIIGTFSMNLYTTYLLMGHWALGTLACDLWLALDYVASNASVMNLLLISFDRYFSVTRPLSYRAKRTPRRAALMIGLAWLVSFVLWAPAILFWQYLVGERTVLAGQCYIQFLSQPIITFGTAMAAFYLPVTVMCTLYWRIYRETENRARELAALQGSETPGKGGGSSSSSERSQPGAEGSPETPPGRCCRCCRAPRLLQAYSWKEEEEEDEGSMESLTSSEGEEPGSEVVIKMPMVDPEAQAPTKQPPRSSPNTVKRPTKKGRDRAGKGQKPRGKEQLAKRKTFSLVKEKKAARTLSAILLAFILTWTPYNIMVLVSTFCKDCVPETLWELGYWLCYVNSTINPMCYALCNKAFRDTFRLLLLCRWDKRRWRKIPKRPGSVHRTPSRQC
TAAR1 agonist: human TAAR1 agonism. CHO RD-HGA16 TAAR1, Fluo-8 calcium fluorescence; vehicle wells 0%, saturating PEA agonist 100%. AID 624467. activation, % at 3 µM. hit rate 0.99% among 360,000;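 active means activation above the mean activation of all test compounds in the run plus 3 SD, cut at about 38% in these data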
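System: CHO-derived RD-HGA16 cells with stable Gα16 and human TAAR1 / Times: 17-24 h plating, Fluo-8 75 min 37 °C, 30 min RT / Technique: calcium-sensitive Fluo-8 signal, excitation 470-495, emission 515-575 nm / Measure: % activation relative to PEA EC100 response / Benchmarks: DMSO and PEA EC100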
V1aR counter: activates human V1a receptor in oxytocin agonist counter-screen; P37288; CHO-V1R cells, Fluo-8 calcium fluorescence, agonist mode; 0% DMSO, 100% 3 nM vasopressin; activation, % at 3 µM; hit rate 0.25% among 320,000; AID 2797;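 active means activation above the mean activation of all tested compounds plus 3 SD, per screening run, cut at about 20% in these data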;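 further: signal is peak over basal fluorescence ratio across a 100 second FLIPR read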
M1 PAM parental: nonselective activator or artifact in parental CHO-K1 calcium assay; ATP EC20, Fluo-8 calcium fluorescence; 0% at ATP EC20, 100% at ATP max; activation, % at 3 µM; hit rate 0.02% among 360,000; AID 602247;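 active means activation above the run cutoff, the mean activation of all test compounds plus 3 SD, cut at about 40% in these data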;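 further: peak over basal fluorescence ratio in a 140 s read after ATP addition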
The depositor's hits bear a star; nt = no result given.

SMILES	OXTR potentiate	CHO-K1 Ca ag	TAAR1 antag	CHO parental Ca	CHO-K1 Ca antag	M1 ag	TAAR1 agonist	V1aR counter	M1 PAM parental
Cn1ncc(Cl)c1C(=O)Nc1sc2c(c1C(N)=O)CCC2	-8	0.2	-21	-24	-9	-5	3	-1.4	8
CCCn1c(=N)c(C(=O)NCC2CCCO2)cc2c(=O)n3cccc(C)c3nc21 (configuration not stated)	-4	-0.5	9	-5	1	-8	0	0.1	-1
COC(=O)c1c(C)[nH]c(C(=O)C(C)OC(=O)c2cc(C)oc2C)c1C (configuration not stated)	-12	7.1	-4	-9	11	-1	20	3.9	-25
O=C(CN1CCN(c2ccc(O)cc2)CC1)Nc1cc(S(=O)(=O)N2CCOCC2)ccc1Cl	-10	1.2	-6	-11	5	-5	6	2.1	-13
COc1cc(OC)cc(-c2c(-c3ccc(C(C)=O)cc3)c3cc(-c4cccc5[nH]ccc45)ccc3n2C)c1	0	0.8	1	-3	-16	-3	3	1.3	5
CS(=O)(=O)N(CC(=O)NCCSCc1ccccc1)c1ccccc1	-15	1.7	1	-8	-5	-7	-1	1.8	14
COc1ccc(C(=O)n2nc(-c3ccco3)nc2N)cc1OC	nt	0.5	13	nt	-5	-4	2	nt	21
CCOC(=O)C1CCc2sc(N)c(C#N)c21 (configuration not stated)	-5	1.1	1	-5	2	-5	-3	1.6	9
Cc1cc(C)n(-c2nc3ccccc3c(=O)n2OCC(N)=O)n1	5	0.5	-3	2	-6	-2	13	-0.2	14
COc1ccc(NC(=S)N2CCN(S(=O)(=O)c3ccccc3)CC2)cc1	nt	1.9	-10	nt	-6	-3	2	nt	6
CC1(C)c2[nH]c3ccccc3c2C[C@@H]2C(=O)N(c3cc(F)ccc3F)C(=O)N21	-10	6.4	43	-9	-14	3	26	4.4	8
COc1ccc2c(CC(=O)O)cc(=O)oc2c1	0	0.3	-1	6	1	-3	-2	0.2	-18
O=C(CSCc1c(Cl)cccc1Cl)NCc1cccnc1	-2	1.1	-19	-9	-18	0	3	1.6	12
Cc1nc2nc(SCC(=O)c3cccc([N+](=O)[O-])c3)[nH]c2cc1Br	-3	2.0	-7	-12	-2	-8	-3	-0.4	15
CCc1ccccc1N(C(=O)c1snc(C(N)=O)c1N)C(C(=O)NCC1CCCO1)c1ccc(N(C)C)cc1 (configuration not stated)	nt	-0.2	-7	nt	5	-2	-1	nt	14
CC1(C)CC2CC(C)(CN2C(=O)CN2C(=O)c3ccccc3C2=O)C1 (configuration not stated)	-3	1.4	-10	-14	-3	-2	11	0.6	9
Clc1ccc(-c2nc3ccccc3nc2-c2ccccc2)cc1	-5	2.6	-3	-40	-8	-2	-1	0.3	15
CCCOc1cccc(CN2CCCCC2c2cccnc2)c1 (configuration not stated)	-3	2.0	9	5	-23	-10	14	-1.1	16
CC(=O)Nc1cccc(NC(=S)Nc2cccc(Cl)c2Cl)c1	-7	0.2	-2	5	-6	-8	2	-0.8	10
N#CC1=C(N)C2=CCCC[C@H]2[C@H](c2cccc(F)c2)C1(C#N)C#N	-8	2.3	-2	-9	-7	-6	2	0.8	23
CCOC(=O)N1CCN(CC(O)c2ccccc2)CC1 (configuration not stated)	-2	0.9	-6	-5	-9	0	1	0.0	17
C/C(=N\NC(=S)NC(C)C)c1cccc([N+](=O)[O-])c1	-6	0.2	14	-3	0	-10	0	0.5	-2
O=[N+]([O-])c1ccc(NC(=S)NCCc2ccccc2)cc1	-18	12	-6	51*	23	-4	14	7.5	-9
CCOC(=O)n1c(=O)n(Cc2cccc(F)c2)c2ccccc21	7	-0.4	-10	-22	0	-14	-3	-1.4	6
Cc1ccccc1N(CC(=O)NCCSC1CCCCC1)S(=O)(=O)c1ccccc1	-6	1.3	16	-47	-9	-6	7	-1.3	15
(further entries)
SMILES	OXTR potentiate	CHO-K1 Ca ag	TAAR1 antag	CHO parental Ca	CHO-K1 Ca antag	M1 ag	TAAR1 agonist	V1aR counter	M1 PAM parental
C/C(CCC1CC(C)(C)OC1=O)=N\NC(N)=S (configuration not stated)	-8	-0.1	-33	-2	-6	0	3	-0.8	1
CCOCCCNS(=O)(=O)c1ccc(NC(=O)c2ccccc2)cc1	-8	4.3	-14	-3	-7	-2	5	4.8	6
CCCCNC(=O)CCn1c(=O)c2ccccc2n(CC(=O)Nc2ccccc2OCC)c1=O	-5	0.6	-11	1	-6	-3	3	0.5	2
CNS(=O)(=O)c1ccc(NC(=S)Nc2ccc3c(c2)OCO3)cc1	-4	-0.2	-14	-8	1	-7	2	0.3	-6
CCCCn1c(N)c(N(CCOC)C(=O)CC(NC(=O)c2ccccc2Cl)c2ccccc2)c(=O)[nH]c1=O (configuration not stated)	nt	-0.2	5	nt	-24	-3	0	nt	10
Cc1ccccc1CN1CCN(C2CCC2)CC1CCO (configuration not stated)	-2	0.5	-8	-16	6	-8	6	-0.9	-19
Cc1ccc(N2CN(S(=O)(=O)c3cccc([N+](=O)[O-])c3)c3nc4ccccc4nc32)cc1	-9	1.0	-27	3	-13	1	2	0.0	12
CC(=O)N(C)c1ccc(NC(=S)NC(=O)/C=C/c2ccco2)cc1	-5	2.0	-13	-13	-14	-1	3	0.5	20
COCCCn1c(SCCc2ccccc2)nc2cc(OC)c(OC)cc2c1=N	-10	4.2	56*	25	-9	-3	11	-1.6	5
Cc1n[nH]c(C)c1S(=O)(=O)N1CCN(S(=O)(=O)c2ccccc2C#N)CC1	3	-0.4	-30	-10	10	7	1	0.9	-19
COc1ccc(C(=O)O)cc1Nc1cc(C)nc2ncnn12	-3	0.0	-22	-10	-9	-2	1	-0.6	25
CN(Cc1ccccc1)C(=O)CN(c1ccc(F)cc1)S(=O)(=O)c1ccc2c(c1)OCCO2	-20	1.0	9	-2	4	-1	5	2.4	-2
COC(=O)c1sc(N)c(C(=O)OC)c1Cn1ncc(Cl)c(Cl)c1=O	0	-0.2	-5	-12	-8	2	6	-1.6	7
CCOc1ccc(Oc2ccccc2NC(=O)CCc2nc3ccccc3c(=O)[nH]2)cc1	nt	2.1	4	nt	-4	-7	-2	nt	14
O=C(N1CCCCC1)N1CCN(C(=O)N2CCCCC2)CC1	-13	1.2	6	-9	-2	-4	2	0.8	16
CC(=O)Nc1ccc(C(=O)Nc2cc(C)on2)cc1	-4	0.8	-14	-1	-16	-4	2	0.0	-9
O=c1nc(N/N=C/c2c[nH]c3ccccc23)cn[nH]1	5	0.0	-19	3	-8	-1	20	0.4	6
CC(OC(=O)c1cccs1)C(=O)NCC1CCCO1 (configuration not stated)	-10	0.6	7	7	-2	-3	1	0.2	16
CCOc1ccc(OCCC(=O)NNC(=O)c2ccccc2Cl)cc1	-4	0.2	-39	-16	-2	-3	1	-1.4	-8
O=C(CN1C(=O)C2CC=CCC2C1=O)Nc1ccc(OC(F)(F)F)cc1 (configuration not stated)	2	0.0	-2	2	-18	-4	4	0.4	14
CCOP(=O)(OCC)C(NC(=O)C(F)(F)F)c1ccccc1 (configuration not stated)	2	0.3	7	-15	-5	-7	2	1.0	21
Cc1ccc(C)c(N=C2CCCN2Cc2ccccc2)c1C#N	5	-0.4	5	-26	-10	-9	3	-1.4	6
CCN(CC(=O)Nc1ccc(NC(C)=O)cc1)C(=O)c1cccc(-n2cccc2)c1	-3	-0.2	nt	-8	16	-2	nt	0.2	-8
CC1(C)CC(=O)C(C=Nc2cccnc2)=C(O)C1	-2	0.2	16	-10	-11	-1	-1	0.3	9
CCOC(=O)c1c(C)cc(O)cc1O	nt	0.3	-16	nt	6	-4	0	nt	-1

Ordered by value in TAAR1 antag (falling): three from the list above
Compound,OXTR potentiate,TAAR1 antag,M1 ag,TAAR1 agonist
O=C(N1CCCCC1)N1CCN(C(=O)N2CCCCC2)CC1,-13,6,-4,2
CCOc1ccc(Oc2ccccc2NC(=O)CCc2nc3ccccc3c(=O)[nH]2)cc1,nt,4,-7,-2
COC(=O)c1sc(N)c(C(=O)OC)c1Cn1ncc(Cl)c(Cl)c1=O,0,-5,2,6

Returning to the listing with the 3 entries that preceded the break.
SMILES	OXTR potentiate	CHO-K1 Ca ag	TAAR1 antag	CHO parental Ca	CHO-K1 Ca antag	M1 ag	TAAR1 agonist	V1aR counter	M1 PAM parental
CCN(CC(=O)Nc1ccc(NC(C)=O)cc1)C(=O)c1cccc(-n2cccc2)c1	-3	-0.2	nt	-8	16	-2	nt	0.2	-8
CC1(C)CC(=O)C(C=Nc2cccnc2)=C(O)C1	-2	0.2	16	-10	-11	-1	-1	0.3	9
CCOC(=O)c1c(C)cc(O)cc1O	nt	0.3	-16	nt	6	-4	0	nt	-1
CC1(C)CC(=O)C2=C(C1)Nc1ccccc1NC2c1ccccc1F (configuration not stated)	6	0.9	-26	1	3	-5	4	0.5	0
NCCS(=O)(=O)NC1CCCCC1	-5	0.1	3	-8	3	-8	2	1.2	9
Cc1onc(-c2ccccc2)c1-c1n[nH]c(=S)n1-c1ccc(C(=O)O)cc1	4	-0.4	-6	-9	5	-3	16	-0.2	-5
CC1=NN(c2ccccc2)C(=O)C1C=Nc1ccccc1O (configuration not stated)	-5	3.4	nt	-9	-10	-1	nt	1.8	8
CCN(CC)c1ccc([N+](=O)[O-])cc1/C=N/NC(=O)CC#N	-5	-0.3	-11	-22	17	-9	-1	-0.1	-13
Cc1ccc(S(=O)(=O)NC(C)(C)CSc2nncn2N)cc1	-15	-0.3	7	-12	-7	0	13	0.4	6
Cc1cc(C(=O)NCC(=O)OCC(=O)N(C)C2CCCCC2)ccc1[N+](=O)[O-]	0	5.9	10	-3	9	-3	0	6.5	17
COc1ccc(Cl)cc1S(=O)(=O)N1CCCC(C(=O)N2CCOCC2)C1 (configuration not stated)	-7	0.1	-23	-7	13	0	1	0.5	13
Cn1nc(C(F)(F)F)c2cc(C(=O)O)sc21	-3	0.4	-3	0	-7	-8	4	-0.2	19
CC(=O)C1=C(O)C(=O)N(c2ccc(S(N)(=O)=O)cc2)C1c1cccc([N+](=O)[O-])c1 (configuration not stated)	-2	1.4	-12	-4	-22	-3	0	0.1	-22
CN(C)C=NC(=O)/C(C#N)=C1\CCc2ccccc2N1	-1	0.3	-6	-21	-12	-4	13	-0.7	24
O=C(NCCNC(=O)c1cc(OCC(F)(F)F)ccc1OCC(F)(F)F)Nc1ccccc1	-13	2.3	21	-17	-2	-3	3	0.1	11
CCn1cc(C(=O)NCCCN(CC(C)C)CC(C)C)c(=O)c2cc(S(=O)(=O)N3CCOCC3)ccc21	-5	0.2	-15	-11	-12	-4	0	0.1	14
O=C(Nc1ccncc1)c1c(F)c(F)c(F)c(F)c1F	-10	1.3	-6	-3	-9	-1	3	1.1	18
CCOC(=O)c1ccc2c(c1)nc(SCC(=O)N1CCOCC1)n2CC	8	0.0	-5	6	15	1	-1	-0.2	-7
